Compound activity: PubChem BioAssay, National Center for Advancing Translational Sciences (NCATS)
HEK293 tox: qHTS of GLP-1 Receptor Inverse Agonists: Cytotox Screen | HEK293 cAMP-luciferase reporter cells, luminescence, 24 h | Potency, µM (top dose mostly 38.3 µM), for inactives: top-dose activity change, negative = inhibition, most hits filed as inhibitors | 410,000 tested, 0.13% active;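 further: loss of luciferase light is scored as toxicity; potency means the concentration at half of the fitted maximal effect; on the % scale 0 is the no-effect control and ±100 the full control effect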
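Step one: seed cells (200 cells/uL, DMEM with 10% Nu serum, 1% pen-strep). Step two: 12-hour incubation at 37 deg C. Step three: pin 23 nL compound, incubate 24 hr. Step four: add luciferase reagent, read luminescence 12 min later.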
GLP-1R inv ag: qHTS of GLP-1 Receptor Inverse Agonists (Inhibition Mode); Glucagon-like peptide 1 receptor (Homo sapiens), P43220; HEK293 GLP-1R CRE-luciferase, luminescence, 24 h; GLP-1R form is constitutively active; Potency, µM (top dose mostly 38.3 µM), without a hit: top-dose activity change, negative = inhibition, hits mostly inhibitors; 410,000 tested, 1.6% active; further: potency means the concentration at half of the fitted maximal effect; on the % scale 0 is the no-effect control and ±100 the full control effect; nearly all actives have a fitted effect of over 55% in size
Target sequence (P43220 whole entry, looked up): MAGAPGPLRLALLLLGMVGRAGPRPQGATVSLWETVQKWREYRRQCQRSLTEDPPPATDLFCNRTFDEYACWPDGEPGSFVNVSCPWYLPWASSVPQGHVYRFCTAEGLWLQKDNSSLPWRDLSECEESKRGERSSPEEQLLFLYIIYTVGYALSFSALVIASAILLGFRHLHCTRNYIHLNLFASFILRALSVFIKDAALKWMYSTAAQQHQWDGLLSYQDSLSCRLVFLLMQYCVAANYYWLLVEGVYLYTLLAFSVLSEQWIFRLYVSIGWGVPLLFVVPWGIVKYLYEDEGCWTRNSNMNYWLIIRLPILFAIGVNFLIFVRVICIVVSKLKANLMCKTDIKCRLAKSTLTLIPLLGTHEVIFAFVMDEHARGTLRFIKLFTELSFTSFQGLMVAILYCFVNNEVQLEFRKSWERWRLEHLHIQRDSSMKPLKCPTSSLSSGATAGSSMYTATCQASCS
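Stable HEK293 clone (constitutively active GLP-1R + cAMP-response luciferase); 200 cells/uL plated, 12 h pre-culture, compound 24 hr, 37 deg C/5% CO2; detection reagent 12 min RT; luminescence.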
D3 ag: qHTS of D3 Dopamine Receptor Agonist: qHTS; AID 652048, 2013; D(3) dopamine receptor (Homo sapiens), P35462; 410,000 tested, 0.58% active; max activation, %; D3R DiscoveRx beta-arrestin cells, luminescence, 90 min; in the data active means max activation above about 30%; further: 0% is about no effect; mostly tested at two doses, the higher about 12 µM
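Agonist-mode cell screen: cells plated at 1500/well and incubated overnight at 37 °C, then exposed to library compounds for 90 min at 37 °C. Detection reagent was added for 30–60 min at room temperature, and luminescence was read.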
PLK1 PBD inh: qHTS for Inhibitors of PLK1-PDB (polo-like kinase 1 - polo-box domain): Primary Screen; Serine/threonine-protein kinase PLK1 (Homo sapiens), P53350; Plk1 PBD binding of FITC phosphopeptide, fluorescence polarization; Potency, µM, for the others: max response, negative = inhibition, hits mostly inhibitors; 360,000 tested, 2.8% active; AID 720504, 2013; further: potency means the concentration at half of the fitted maximal effect; series mostly up to about 57 µM; on the % scale 0 is the no-effect control and ±100 the full control effect; nearly all actives have a fitted effect of over 65% in size
IL-2 act: qHTS of IL-2 Activators; IL-2 activation reporter assay, cell-based qHTS; stimulated with anti-CD3/CD4/CD28 beads; in transgenic mouse T cells; activation, % (series mostly up to about 46 µM); 360,000 tested, 0.065% active; AID 652025, 2013; in the data active means activation above about 50%; inconclusive means mostly about 30% to 49%; further: 0% is about no effect
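First, unstimulated transgenic mouse T cells were exposed to compound for 60 min. Next, anti-CD3/anti-CD4-coated beads with anti-CD28 were added. Finally, after 18 h at 37 degrees C, EGFP and DsRed were imaged.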
DRD3 antagonist: qHTS of D3 Dopamine Receptor Antagonist: qHTS; D(3) dopamine receptor (Homo sapiens), P35462; D3R cells, DiscoveRx beta-arrestin luminescence, antagonist mode; active compounds read low; max response, negative = inhibition, %; 360,000 tested, 2.5% active; AID 652054, 2013; in the data active means max response below about -50%; inconclusive means no clear call, values can overlap the other calls; further: on the % scale 0 is the no-effect control and ±100 the full control effect; mostly tested at two doses, the higher about 12 µM
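Cells expressing the human receptor were seeded at 1500 cells/well, incubated overnight at 37 degrees C in 5% CO2, then exposed to library compounds with dopamine controls for 90 minutes at 37 degrees C before luminescent detection.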
GLP-1R agonist: qHTS of GLP-1 Receptor Agonists; 380,000 tested, 0.007% active; HEK293 GLP-1R CRE-luciferase, luminescence, 4-6 h; cells express a hypersensitive GLP-1R form; Potency, µM (top dose mostly 45.6 µM), inactives show at the top dose activation, usual class: activators; Glucagon-like peptide 1 receptor (Homo sapiens), P43220; further: potency means the concentration at half of the fitted maximal effect; % of control where 0% means no effect
WRN inhibitor: qHTS for Inhibitors of WRN Helicase | Potency, µM (top dose mostly 114 µM), without a hit: at the highest dose activity change, negative = inhibition, most hits filed as inhibitors | Bifunctional 3'-5' exonuclease/ATP-dependent helicase WRN (Homo sapiens), Q14191 | 360,000 tested, 0.46% active | AID 651768, 2012 | WRN helicase unwinding, fluorescent forked duplex, kinetic; further: potency means the concentration at half of the fitted maximal effect; on the % scale 0 is the no-effect control and ±100 the full control effect; nearly all actives have a fitted effect of over 55% in size
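Fluorescence dequenching readout, ex 525 nm/em 598 nm, kinetic mode: forked duplex DNA (100 nM final) with adjacent fluorophore and quencher unwound by WRN (20 nM final) with 2 mM ATP. Compound preincubation 15 min, room temperature.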
PI5P4K alpha inh: qHTS for Inhibitors of phosphatidylinositol 5-phosphate 4-kinase (PI5P4K) | max response, % | PI5P4Kalpha enzyme, ADP-Glo luminescence, 60 min; active compounds read low | 330,000 tested, 1.2% active; active means max response of -50% or lower; inconclusive means between -30% and -50%; inactive means -30% or higher; further: value at the top dose of about 77 µM; on the % scale 0 is the no-effect control and ±100 the full control effect
Target sequence (P48426 whole entry, looked up): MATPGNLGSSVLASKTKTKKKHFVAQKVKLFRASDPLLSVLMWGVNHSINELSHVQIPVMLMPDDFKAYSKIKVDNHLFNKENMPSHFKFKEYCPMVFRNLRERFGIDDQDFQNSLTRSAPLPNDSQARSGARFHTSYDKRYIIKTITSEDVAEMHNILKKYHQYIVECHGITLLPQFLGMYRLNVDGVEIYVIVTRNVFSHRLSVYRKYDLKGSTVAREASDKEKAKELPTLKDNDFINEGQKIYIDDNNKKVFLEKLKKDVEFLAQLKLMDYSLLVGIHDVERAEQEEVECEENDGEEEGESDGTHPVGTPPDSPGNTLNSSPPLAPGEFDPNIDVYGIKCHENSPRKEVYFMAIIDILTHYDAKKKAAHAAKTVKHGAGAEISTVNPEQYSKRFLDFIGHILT
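Controls without substrate or without enzyme flank wells where PI5P4Kalpha converts substrate using 5 microM ATP (final). Incubation lasts 60 minutes at room temperature; ADP formed is read by ADP-Glo luminescence.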
The depositor's hits bear a star; ? = inconclusive; / = not tested or not shown; & = joins results of further samples; [ ] = remark or other dose. Unless noted, the call rests on the fitted dose curve; in most records, active means well fitted curve in the direction sought with a large enough effect; inconclusive means small, poorly fitted or top-dose-only effect, or another doubt; inactive means no such curve, though single readings can be large; an effect the other way counts as inactive or inconclusive. This is a random part of the collection; overall some 7.8% were active at least once.

SMILES	HEK293 tox	GLP-1R inv ag	D3 ag	PLK1 PBD inh	IL-2 act	DRD3 antagonist	GLP-1R agonist	WRN inhibitor	PI5P4K alpha inh
Cc1cccc(NC(=O)c2cc(S(=O)(=O)N(C)c3ccc(F)cc3)ccc2Cl)n1	19.9%	?	0.7	-2.5%	-0.1	-57.3*	-0.8%	-13.8%	7.7
C=CCn1c(N)cc(=O)nc1SCC(=O)Nc1ccc2ccccc2c1	9.4%	0.7%	-2.6	-6.3%	0.2	-18.7	9.1%	11.4%	3.5
Cc1ccc(CNc2ncc(-c3ccc4c(c3)OCO4)n2C)cc1	-6.4%	-9.7%	-1.4	-1.1%	0.7	24.7	-3.2%	3.9%	/
O=C(Nc1cccc(-c2nc3ccccc3s2)c1)C1=COCCO1	-19.7%	-1.5%	0.6	9.5%	0.2	4.0	0.5%	-5.3%	29.0
CCc1cccc(CC)c1NC(=S)Nc1ccc2cn[nH]c2c1	11.3%	16.5%	1.7	-6.6%	-4.1	-12.7	12.4%	-3.6%	-4.6
CCN(CC)S(=O)(=O)c1cc(NC(=O)CSc2nnc(N)s2)ccc1C	2.0%	0.0%	-0.3	-15.7%	-0.7	-19.0	-4.1%	-4.7%	-0.2
O=C(Nc1cccc(Cl)c1Cl)c1cc(S(=O)(=O)NCCc2ccccc2)ccc1F	-15.0%&-9.8%	-24.6%&-34.0%	-13.0&4.7	-2.2%	-1.8	-0.6	25.8%	-34.1%[57.1 µM]	0.0
COc1ccc(CNC(=O)c2cccnc2Sc2ccc(Cl)cc2)cc1	0.2%	74.3%[activator]	7.2	-0.4%	-1.8	-15.0	0.8%	-12.5%	/
O=C(COC(=O)CCc1nc2ccccc2s1)Nc1nc(-c2ccccc2)cs1	3.1%	11.9%	-9.0	-6.8%	0.6	2.9	6.4%	-4.1%	11.8
COc1ccccc1C(=O)N1CCN(CCc2ccccc2)CC1	1.3%	-1.3%	0.0	-6.8%	-0.9	?	-15.5%	-0.8%	/
CN1CCN(NC(=O)c2cn(-c3ccccc3)nc2-c2cccc(Br)c2)CC1	?	3.16µM*	-6.0	-23.8%	-0.7	-11.2	-1.2%	0.3%	9.1
CCN(CC(=O)Nc1ccc(NC(C)=O)cc1)C(=O)CCCc1c[nH]c2ccccc12	3.7%	-4.4%	-0.2	-2.4%	-0.2	-10.0	7.8%	-2.0%	-3.5
CCOC(=O)C1=CCN(S(=O)(=O)c2ccc(F)cc2)C1c1ccc(C)cc1 (configuration not stated)	-3.0%	-29.9%	3.5	-0.7%	-0.4	50.6	8.8%	-9.2%	7.0
O=C(c1ccc(S(=O)(=O)Nc2ccccc2F)cc1)N1CCC1	17.1%	14.2%	-0.6	-11.5%	0.2	-15.1	-4.8%	-16.3%	-9.1
O=C(Nc1ccc(F)cc1)NC1CCN(Cc2nnnn2Cc2ccco2)CC1	3.5%	?	-28.4	-14.0%	-2.8	-3.2	0.4%	-1.2%	/
COc1ccc(Cc2nc3ccc(C(=O)NCC(C)(C)OC)cc3o2)cc1	1.0%	1.3%	2.0	-5.2%	0.6	4.3	12.0%	-5.2%	0.1
O=S(=O)(c1ccc(NCCOCCO)nc1)N1CCCCC1	-6.9%	4.3%	8.5	-8.9%	-0.4	-1.8	-2.5%	-0.6%	0.5
COc1ccccc1NC(=O)CN(C)S(=O)(=O)c1ccc2c(c1)CCC(=O)N2	-11.9%	5.5%	-4.9	2.7%	-1.8	3.7	4.0%	-1.8%	2.7
O=S(=O)(NCCc1ccncc1)c1ccc(F)cc1	11.9%	9.5%	11.4	-8.0%	-2.9	8.1	1.6%	2.5%	-9.4
O=C(c1cc(F)c(F)cc1Cl)N1CCCc2ccccc21	-3.3%	?	-2.0	-12.1%	-3.6	-16.7	4.3%	14.7%	3.0
O=C(C1COc2ccccc2O1)N1CCOCC1 (configuration not stated)	3.0%	-12.3%	-9.4	-8.2%	1.9	-9.0	-11.3%	7.5%	2.8
CCNC(=O)C1CCCN(C(=O)c2cc(OC)c(OC)c(OC)c2)CC1 (configuration not stated)	8.3%	13.2%	3.2	-18.3%	0.1	-14.3	-0.1%	-1.9%[57.1 µM]	-1.7
Cc1ccc(O)c(NC(=O)c2cc(-c3ccccc3)on2)c1	-3.3%	40.8%[activator]	0.8	2.6%	-0.6	9.5	3.0%	-2.3%	-0.2
O=C(CN1C(=O)c2ccccc2C1=O)N1CCN(c2ccccc2)CC1	-5.9%	1.4%	-1.9	1.7%	-1.3	5.7	-8.1%	-13.0%	4.1
O=C(NN=Cc1c(O)ccc2ccccc12)c1ccncc1	13.3%	?	9.7	56.7%[activator]	-4.0	38.7	-2.6%	-12.7%	20.7
CC1(C(=O)N/N=C/c2cc3c(cc2Br)OCO3)CC1(Br)Br (configuration not stated)	6.0%	?	-6.0	-12.2%	-4.3	-3.2	3.5%	-20.9%	-2.3
Cc1ccc(OCC(=O)Nc2ccc3oc(=O)ccc3c2)cc1C	-0.4%	6.1%	-1.4	4.1%	3.8	-23.3	17.3%	-27.0%	2.3
Cc1ccc(C(=O)c2cn(-c3ccc(F)c(Cl)c3)nn2)cc1	10.6%	14.8%	0.9	-7.5%	0.0	11.7	1.7%	-1.3%	-1.5
CC(C)C(Nc1ccc(C(F)(F)F)cc1[N+](=O)[O-])C(=O)O (configuration not stated)	-14.9%	9.5%	3.1	-14.9%	-0.1	-15.9	-3.2%	-6.6%	-0.1
OCC(O)CN(c1ccccc1)c1ccccc1 (configuration not stated)	1.3%[0.307 µM]	3.9%[0.307 µM]	5.4	1.7%	-0.1	4.1	-3.3%	3.9%	-7.3

Copied from the list.
PI5P4K alpha inh result of CC1(C(=O)N/N=C/c2cc3c(cc2Br)OCO3)CC1(Br)Br (configuration not stated) → -2.3
PLK1 PBD inh result of O=C(C1COc2ccccc2O1)N1CCOCC1 (configuration not stated) → -8.2%

Going on with the list:
SMILES	HEK293 tox	GLP-1R inv ag	D3 ag	PLK1 PBD inh	IL-2 act	DRD3 antagonist	GLP-1R agonist	WRN inhibitor	PI5P4K alpha inh
CC1CCCCC1NC(=O)c1cc(S(=O)(=O)N2CCCCC2)ccc1N1CCOCC1 (configuration not stated)	0.6%	3.1%	0.1	-8.5%	1.6	3.3	3.3%	-7.1%	0.9
COc1ccc(C2CC(c3ccc(Cl)cc3)n3nc(N)nc3N2)cc1 (configuration not stated)	1.0%	-3.6%	0.2	-4.9%	-2.1	-9.4	1.4%	1.4%	0.9
O=C(Nc1ccc(Cl)cc1)N(CCCN1CCOCC1)Cc1cccs1	2.7%	-27.1%	-10.7	-7.5%	-0.8	-10.4	1.2%	5.5%	-0.6
CCOC(=O)C(=CNc1ccc(Oc2cncc(Cl)c2)nc1)C(=O)OCC	?	3.2%	11.4	5.2%	0.0	10.5	1.8%	-1.6%	-3.5
Cc1cc(Cl)ccc1OCc1nnc2n1CCCCC2	-0.5%	1.7%	4.6	6.3%	0.6	7.3	12.9%	-9.1%	2.1
CCCSc1cc(=O)n(-c2ccc(F)cc2)nc1C(=O)OCC	7.5%[7.66 µM]	-11.8%[7.66 µM]	-2.9	?	0.1	-1.4	18.0%	5.4%	1.8
NC(=O)Nc1ccc(C(=O)OCC(=O)Nc2cccc(S(=O)(=O)NC3=NCCC3)c2)cc1	0.5%	0.2%	1.1	-9.4%	1.6	-2.3	2.8%	-0.7%	-3.5
O=C(CCc1ccccc1)NC(=S)Nc1ccc2c(c1)C(=O)OC2	-35.1%	-14.3%	-2.3	-8.1%	1.0	-20.1	-0.4%	-2.7%	1.0
CCOc1ccc(C(=O)NC(=S)Nc2ccccn2)cc1[N+](=O)[O-]	-6.8%	14.0%	-0.1	-1.3%	0.3	?	17.0%	-5.3%	-6.7
COc1ccccc1NC(=O)c1ccc(-c2ccc(Br)cc2)o1	?	?	2.6	-9.9%	3.8	3.9	27.6%	-21.8%	21.4
CCCCCCC1/C(=N/O)CCC1C(=O)OC (configuration not stated)	-0.8%	-40.6%	1.1	1.5%	0.2	0.0	10.2%	-1.2%	6.6
CCN1CCN(c2ccc(NC(=O)c3ccc4c(c3)[nH]c(=O)n4Cc3ccc(F)cc3)cc2)CC1	?	?	-8.3	-3.0%	0.5	4.3	-3.2%	4.8%	-8.7
COc1ccc(C)cc1S(=O)(=O)N(C)CC(=O)NC1CC1	0.6%	-8.1%	0.7	-13.0%	4.6	9.1	-2.6%	1.3%	/
COc1ccc(CN2C(=O)C(C)Oc3ccccc32)cc1 (configuration not stated)	3.0%	?	0.3	-1.0%	-0.3	12.1	1.2%	4.7%	-0.1
Cc1cc(C)n(-c2ncnc3sc4c(c23)CCCC4)n1	4.5%	3.3%	-18.5	-6.9%	-0.8	-18.4	0.4%	1.3%	/
CCC1CCCCN1S(=O)(=O)c1ccc(C(=O)Nc2nnc(C3CC3)o2)cc1 (configuration not stated)	-20.2%	?	2.3	-5.6%	0.2	12.9	-0.5%	4.6%	-4.5
CCCS(=O)(=O)NC(=O)C1(C)CCN(C(=O)CSc2ccccc2)C1 (configuration not stated)	1.3%	25.1%	7.7	-12.4%	0.5	2.6	-5.9%	1.2%	-0.4
CCN(CC)CCn1c2ccccc2c(=O)c2c(O)ccc(O)c21	-19.6%	129.6%[activator]	2.7	?	-3.4	3.2	15.4%	-14.5%	-13.1
O=C1CCC/C(=N/Nc2ccc(Cl)cc2)C1	-25.2%	?	-1.1	29.9µM*	-0.5	-13.2	-2.1%	-5.3%	-17.5
